mIAP act: increases mouse intestinal alkaline phosphatase activity; muIAP, CDP-Star luminescence, 30 min; active compounds read high; 1 = vehicle-only enzyme signal, 0 = enzyme-free wells; activation factor at 10 µM; 330,000 tested, 0.24% active;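 active means activation factor of at least 2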; further: the source names both 10 and 20 µM as test concentration; values of inactives mirror those of a sister screen read the other way
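Assay system: mouse IAP enzyme; Reagent: CDP-Star chemiluminescent phosphatase substrate; Compound: DMSO-dissolved test compounds; Incubation: 30 min, room temperature; Technique: luminescence from enzymatic CDP-Star hydrolysis; Controls: DMSO-only wells and no-enzyme negative control.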
APOBEC3G inh: blocks human APOBEC3G single-stranded DNA deamination | inhibition, % at 20 µM | Q9HC16 | 330,000 tested, 0.28% active | recombinant A3G, ssDNA deamination FAM/TAMRA fluorescence;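 active means inhibition of at least 40% at 20 µM, with no more than 30% in the related APOBEC3A deaminase screen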;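 further: plate controls were DMSO wells with A3G for no effect and wells lacking A3G enzyme for full effect; some compounds called inactive have numbers as strong as hits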
Target sequence (Q9HC16 whole entry, looked up): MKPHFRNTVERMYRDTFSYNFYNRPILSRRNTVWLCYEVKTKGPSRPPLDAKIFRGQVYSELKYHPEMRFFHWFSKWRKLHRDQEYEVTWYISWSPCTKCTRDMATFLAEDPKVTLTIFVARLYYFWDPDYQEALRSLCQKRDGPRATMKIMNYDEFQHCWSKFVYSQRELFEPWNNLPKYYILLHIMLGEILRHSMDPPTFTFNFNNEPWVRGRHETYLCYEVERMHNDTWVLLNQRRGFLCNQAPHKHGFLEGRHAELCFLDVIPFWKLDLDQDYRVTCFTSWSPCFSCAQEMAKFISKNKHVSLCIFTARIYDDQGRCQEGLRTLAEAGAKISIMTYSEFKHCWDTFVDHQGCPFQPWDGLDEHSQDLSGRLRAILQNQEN
APOBEC3A inh: human APOBEC3A DNA deaminase inhibition; P31941; recombinant A3A, FAM/TAMRA ssDNA deamination fluorescence; inhibition, % at 20 µM; 330,000 tested, 0.41% active; AID 493011;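 active means at least 40% inhibition at 20 µM here, with at most 30% in a related deaminase screen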;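 further: plate controls were A3A with DMSO for no effect and wells lacking A3A enzyme for full effect; some results filed as inactive read as strong as hits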
Target sequence (P31941 whole entry, looked up): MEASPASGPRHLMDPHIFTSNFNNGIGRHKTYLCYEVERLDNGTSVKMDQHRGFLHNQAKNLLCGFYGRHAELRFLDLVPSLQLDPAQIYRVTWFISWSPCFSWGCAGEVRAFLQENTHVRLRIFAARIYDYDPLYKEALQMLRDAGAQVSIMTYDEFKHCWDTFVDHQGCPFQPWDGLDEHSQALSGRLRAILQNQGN
mIAP block: blocks mouse intestinal alkaline phosphatase. inhibition, % at 10 µM. 330,000 tested, 0.2% active. AID 2806. purified mouse IAP, CDP-Star luminescence, 30 min;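 active means inhibition of at least 40% at 10 µM in the primary screen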;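 further: plate controls were DMSO with enzyme for no effect and no enzyme wells for full effect; values of inactives mirror those of a sister screen read the other way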
hIAP activ: human IAP activation; 330,000 tested, 0.16% active; purified human IAP, CDP-Star luminescence, 30 min; active compounds read high; 1 = vehicle-only enzyme, 0 = enzyme-free background; activation factor at 10 µM; P09923;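 active means activation factor of the enzyme at least 2-fold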; further: the source names both 10 and 20 µM as test concentration; values of inactives mirror those of a sister screen read the other way
MPTP block: inhibitors of mitochondrial permeability transition pore; isolated mouse mitochondria, Ca2+ swelling absorbance, 30 min; inhibition, % at 10 µM; 360,000 tested, 1.4% active; AID 602449;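 active means inhibition of 50% or more, scaled per plate between neutral and stimulator controls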;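 further: 0% = DMSO wells given calcium and 100% = 1 mM EGTA wells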
MIN6 prolif: induces beta-cell replication in MIN6 cells; MIN6 cells proliferation, ATPlite luminescence, 48 h; cells starved in 0.2% serum; 100% = growth in 10% serum; proliferation, % at 10 µM; 330,000 tested, 0.29% active;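 active means compounds whose signal lies at least 3.5 SD above the mean of all wells on their plate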;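 further: 0% = DMSO-treated cells in low-serum medium and 100% = 10% serum control; some compounds called inactive have numbers as strong as hits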
hIAP inh: blocks human intestinal alkaline phosphatase; 330,000 tested, 0.12% active; purified IAP, CDP-Star luminescence, 30 min; P09923; inhibition, % at 10 µM; AID 2544;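 active means inhibition reaching a set limit with compound at 10 µM in the primary screen, cut at about 35% in these data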;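 further: plate controls were DMSO wells with enzyme for no effect and no-enzyme buffer wells for full effect; values of inactives mirror those of a sister screen read the other way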
ATG4B inh: ATG4B (human) cysteine protease inhibition. AID 504462. Q9Y4P1. inhibition, % at 8.33 µM. 340,000 tested, 0.51% active. ATG4B cleavage of LC3-PLA2, NBD-HPC fluorescence, 1 h; in the data active means inhibition above about 40%
Target sequence (Q9Y4P1 whole entry, looked up): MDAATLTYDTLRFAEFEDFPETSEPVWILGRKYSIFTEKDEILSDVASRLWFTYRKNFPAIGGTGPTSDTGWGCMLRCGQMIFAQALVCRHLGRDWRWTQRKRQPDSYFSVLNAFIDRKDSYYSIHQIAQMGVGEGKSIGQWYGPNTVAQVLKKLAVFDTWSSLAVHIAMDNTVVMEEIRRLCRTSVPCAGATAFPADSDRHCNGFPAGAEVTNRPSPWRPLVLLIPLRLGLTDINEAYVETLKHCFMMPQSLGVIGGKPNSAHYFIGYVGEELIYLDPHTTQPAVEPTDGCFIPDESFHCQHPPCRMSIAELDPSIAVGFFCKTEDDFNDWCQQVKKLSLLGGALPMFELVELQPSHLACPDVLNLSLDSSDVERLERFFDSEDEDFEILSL
* marks the source's active call; other numbers are inactive results; nt = not tested or not shown.

nr	mol	mIAP act	APOBEC3G inh	APOBEC3A inh	mIAP block	hIAP activ	MPTP block	MIN6 prolif	hIAP inh	ATG4B inh
1	Cc1nn(C)cc1CN(C)C(=O)c1nn2c(c1Cl)NC(c1cccs1)CC2C(F)(F)F (stereo not given)	1.1	-3	-4	-13	0.97	0.2	-3	3	-3
2	CCOc1ccc(C(=O)N2CCN(S(=O)(=O)c3cccs3)CC2)c(OCC)c1	1.1	-2	1	-6	1.3	-0.1	-2	-29	0
3	COc1ccc(CCN2CC(C(=O)NCCCn3nc(C)cc3C)CCC2=O)cc1 (stereo not given)	0.97	-5	-6	3	1.2	-0.5	-3	-16	-1
4	CN(c1ccc(C(=O)Nc2ccc3c(c2)OCO3)cc1)S(C)(=O)=O	1	-2	3	-1	1	-0.6	-2	-2	1
5	Cc1sc(NC(=O)/C=C/c2ccc3c(c2)OCO3)nc1-c1ccccc1	0.96	0	3	4	0.89	3.0	-1	11	-6
6	CCOC(=O)c1c(NC(=O)CCC(=O)O)sc2c1CCCCC2	0.95	40*	1	4	1.1	-0.8	-1	-8	1
7	CC(NC(=O)c1cccc(S(=O)(=O)N(C)c2ccccc2)c1)c1cccnc1 (stereo not given)	1	-4	-3	-3	0.92	3.6	-3	8	0
8	CCOC(=O)c1ccc(NC(=O)CCc2nc(-c3ccc(C)cc3)no2)cc1	1	-5	-4	-3	1.1	85*	-6	-9	14
9	CCOC(=O)c1ccc(NC(=O)c2c(NCc3ccccc3)[nH]c(=O)[nH]c2=O)cc1	0.96	-6	-2	4	1	nt	-2	0	-4
10	O=C(Cn1nc(C(=O)O)c2ccccc2c1=O)Nc1cccc(S(=O)(=O)N2CCCCCC2)c1	0.92	-4	-3	8	0.84	5.6	-4	16	5
11	COc1ccc([C@H]2CC(=O)C=C(c3cccc(OC)c3OC)C2)cc1OC	1	-3	-4	0	0.97	8.1	-2	3	-4
12	O=C(CNC(=O)c1ccncc1)N/N=C/c1ccc(Br)cc1	0.95	-2	1	5	1	2.7	-1	-3	-2

Compound profiles (already shown). Order of screens: mIAP act, APOBEC3G inh, APOBEC3A inh, mIAP block, hIAP activ, MPTP block, MIN6 prolif, hIAP inh, ATG4B inh
`CCOC(=O)c1ccc(NC(=O)c2c(NCc3ccccc3)[nH]c(=O)[nH]c2=O)cc1` is listed with 0.96, -6, -2, 4, 1, nt, -2, 0, -4
`CC(NC(=O)c1cccc(S(=O)(=O)N(C)c2ccccc2)c1)c1cccnc1` (stereo not given) is listed with 1, -4, -3, -3, 0.92, 3.6, -3, 8, 0
`Cc1sc(NC(=O)/C=C/c2ccc3c(c2)OCO3)nc1-c1ccccc1` is listed with 0.96, 0, 3, 4, 0.89, 3.0, -1, 11, -6

Additional entries
nr	mol	mIAP act	APOBEC3G inh	APOBEC3A inh	mIAP block	hIAP activ	MPTP block	MIN6 prolif	hIAP inh	ATG4B inh
13	O=C(c1ccncc1)N1CCN(S(=O)(=O)c2ccc(F)cc2)CC1	0.93	-1	-3	7	1.1	0.1	4	-10	2
14	COc1cccc(/C=C/C(=O)c2ccc(NS(=O)(=O)c3ccc(C)cc3)cc2)c1	0.93	-6	-4	7	1	9.3	-6	-2	28
15	COc1ccc(/C=N/NC(=O)c2nnn(-c3nonc3N)c2CN(C)c2ccccc2)cc1	0.99	-6	-4	1	1.3	0.2	3	-27	-10
16	CC(=O)NC(=S)Nc1cc(C(F)(F)F)ccc1N1CCOCC1	1	-8	2	-5	0.82	0.3	0	18	-10
17	O=C(c1ccc2c(c1)OCO2)N1CCN(c2ccccc2F)CC1	0.92	-5	-2	8	0.97	-2.3	0	3	10
18	COC(=O)c1cccc(NC(=O)Cn2cnc3ccccc3c2=O)c1	0.89	-2	-2	11	0.91	0.5	-2	9	-12
19	CC(C)[C@H](NC(=O)N1CCn2c1nc1ccccc12)C(=O)N[C@H](Cc1ccccc1)C(=O)O	0.97	0	3	3	1.1	-0.4	-1	-5	-17
20	CC(C)c1ccc(N(C(=O)C(F)(F)F)C(C(=O)NC2CCCCC2)c2ccncc2)cc1 (stereo not given)	0.96	5	1	4	1.1	1.7	-1	-12	6
21	COc1ccccc1CNC(=O)c1cc(C(=O)CC(C)C)c[nH]1	1.1	-6	-3	-7	0.79	0.5	0	21	-6
22	COc1ccc(NC(=O)N(C)C[C@H]2Oc3c(NS(=O)(=O)c4ccc(F)cc4)cccc3C(=O)N([C@H](C)CO)C[C@@H]2C)cc1	1.1	1	2	-11	1.1	-2.8	-1	-15	-4
23	Nc1nonc1C(=Nc1ccccc1)NO	0.97	1	6	3	1.2	-0.7	-2	-22	-4
24	CCn1c(SCC(=O)c2ccc3c(c2)Cc2ccccc2-3)nnc1-c1ccc(N)cc1	0.9	-6	-3	10	0.94	12	-3	6	16
25	C/C(=N\NC(=O)c1cccc(S(=O)(=O)N2CCOCC2)c1)c1ccc(OC(F)F)cc1	0.95	-4	1	5	1.2	-1.1	7	-23	-10
26	Cc1ccc(C2C(C#N)=C(N)Oc3n[nH]c(C)c32)cc1 (stereo not given)	0.92	-6	-5	8	0.99	2.5	1	1	-14
27	CC(C)(C)c1ccc(OCC(=O)N(c2ccccn2)C2CCCCC2)cc1	1.1	-3	-1	-10	1.1	12	-3	-12	4
28	COC(=O)c1cc(NC(=O)c2ccoc2C)cc(C(=O)OC)c1	0.95	-3	-3	5	0.89	1.2	0	11	-14
29	Cc1ccc(CNC(=O)CCS(=O)(=O)c2ccc3c(c2)NC(=O)CS3)cc1	0.98	-5	-6	2	1.1	-2.0	-3	-5	-3
30	CN1CCCN(Cc2nc(-c3cccc(C(F)(F)F)c3)no2)CC1	1	-8	-5	-5	1	1.9	3	0	-9
31	Nc1nc2ccc([N+](=O)[O-])c(N)c2s1	0.87	-4	-5	13	0.96	-0.1	-4	4	-4
32	CCOc1cc(C(=S)N2CCN(C)CC2)ccc1OCC(=O)N1CCOCC1	0.94	-4	-6	6	0.93	0.1	-3	7	-10
33	CC(C)CC(=O)Nc1ccnn1C1CCN(C(=O)c2ccccc2F)CC1	0.97	0	-3	2	1	0.0	0	-2	0
34	CCOc1ccc(N(CC(=O)N2CCCCCC2)S(=O)(=O)c2ccc(C)cc2)cc1	1.1	21	2	-7	1	-0.7	1	-4	-1
35	CSCC[C@H](NC(=O)OCc1ccccc1)C(=O)O	1	2	1	-1	0.86	-0.2	4	14	3
36	CCOc1ccc(C(=O)N/N=C/c2ccc(SC)cc2)cc1	0.91	-2	0	9	0.93	1.6	2	7	-10
37	CSCCC1NC(=O)N(CC(=O)Nc2cc(C)on2)C1=O (stereo not given)	1	-3	-5	-3	1	-0.1	4	-2	1
38	COCCCn1cnnc1SCc1nc2sc(C(C)=O)c(C)c2c(=O)[nH]1	0.97	-2	6	3	1.1	2.2	-3	-5	5
39	COCCn1nnnc1C(C(C)C)N1CCOCC1 (stereo not given)	1	7	-3	-4	0.99	0.6	-1	1	-3
40	COCCC(=O)N1CCC(Oc2ccc(C(=O)N(C)C(C)c3ccon3)cc2)CC1 (stereo not given)	1	-5	-3	-4	0.73	-2.8	-1	27	-2
41	O=C(c1ccccc1Cl)N(C(=O)c1ccccc1Cl)c1nccc(-c2cccs2)n1	0.93	-1	0	8	1.1	2.3	-7	-8	0
42	O=C(CSc1nnc(-c2cccnc2)n1-c1ccc(SC(F)F)cc1)N1CCCc2ccccc21	1	14	-1	-1	1.2	0.3	1	-19	-2
43	CC(C(=O)Nc1ccc(S(=O)(=O)N2CCOCC2)cc1)N(c1ccccc1)S(C)(=O)=O (stereo not given)	1.1	-2	-4	-14	1.1	-0.8	-3	-8	-3
44	COc1ccc(C(=O)OC2CCN(C)CC2)cc1	0.87	-2	-2	13	0.87	4.3	-1	13	-2
45	Cn1cc(/C=C/C(=O)N2CCCC(C(=O)c3ccc(C(C)(C)C)cc3)C2)cn1 (stereo not given)	1	-14	-4	-5	1	-1.2	-2	-4	-7
46	Cc1ccc(Cc2nc(-c3ccccn3)no2)cc1	1	1	1	0	1.1	0.2	0	-12	0
47	CC(C)(C)OC(=O)N/N=C/c1ccc(Br)cc1	0.9	-8	1	10	1.1	1.2	-2	-9	-2
48	COc1ccc(/C=C2\Sc3ccc(C(=O)NCCCN4CCCC4)cc3N(C)C2=O)cc1OC	1	-2	-1	-3	1.1	0.8	-8	-12	1
49	COc1ccc(-c2cc(=O)oc3c(C)c(OC(C)C(C)=O)ccc23)cc1 (stereo not given)	0.99	3	2	1	0.89	0.4	1	11	-13
50	C/C=C/c1ccc(OCCCNC(C)CC)c(OC)c1 (stereo not given)	1.1	-4	-5	-13	1	0.2	0	-1	-6
51	Cc1cc(N(C)N)nc(NC(=O)NS(=O)(=O)c2ccccc2Cl)n1	1	-4	-3	0	1.1	-0.2	1	-9	6
52	Cc1ccc(COc2ccsc2-c2n[nH]c(=S)n2C)cc1	0.92	17	-2	8	0.89	1.7	1	11	18
53	Cc1ccccc1NS(=O)(=O)c1ccc(C(=O)NCC(c2ccco2)N(C)C)cc1 (stereo not given)	0.99	-11	0	1	0.89	1.4	12*	11	3
54	CC(=O)c1sc(NC(=O)COc2ccc(C)c(C)c2)nc1C	0.88	-14	-2	12	1.1	0.2	0	-11	3
55	Nn1cnnc1SCC(=O)Nc1ccc(C2CCCCC2)cc1	1.1	-8	-2	-10	0.85	0.3	-2	15	-5
56	Cc1ccc(S(=O)(=O)N[C@H](C(=O)OCC(=O)NC(=O)Nc2ccc3c(c2)OCCO3)C(C)C)cc1	1.1	2	-1	-6	0.83	3.3	0	17	4
57	COc1cc2c(cc1OC)C(c1ccc3c(c1)OCO3)CC(=O)N2 (stereo not given)	1	-4	0	0	0.99	3.1	-3	1	7
58	CCOc1cc(C2C(C#N)=C(N)Oc3n[nH]c(-c4ccccc4)c32)ccc1O (stereo not given)	0.86	-1	0	14	0.89	1.1	-2	11	-21
59	Cc1cc2c(C)ccc(C)c2nc1SCC(=O)c1cccs1	0.93	8	-2	7	1	-0.1	-5	-3	-6
60	COC(=O)c1ccccc1Sc1c(/C=N/OC(=O)c2ccccc2)c(C(F)(F)F)nn1C	1	0	2	-1	0.84	1.2	-3	16	-7
61	Cc1ccc(S(=O)(=O)Nc2ccc(C(=O)NCCCn3ccnc3)cc2)cc1[N+](=O)[O-]	1.1	-6	-2	-6	0.98	0.3	-2	2	-1
62	O=C(O)C(Cc1ccccc1)N1C(=O)CCC1=O (stereo not given)	1	0	2	-4	0.98	-0.3	-3	2	12
63	O=C(O)Cc1ccc2[nH]c3ccc(CC(=O)O)cc3c2c1	1	0	-1	-3	0.97	0.5	-4	3	-1
64	C=CCNc1nc(N)c([N+](=O)[O-])c(NCCO)n1	1	0	4	0	1.7	1.3	-1	-68	-3
65	CCc1cccc(NC(=O)COC(=O)c2cc(=O)c3ccccc3o2)c1	0.98	-8	-1	2	0.99	0.9	0	0	-9
66	O=C(CN1CCN(Cc2ccccc2Cl)CC1)N/N=C/C=C/c1ccccc1[N+](=O)[O-]	0.92	0	1	8	1.1	0.3	-4	-8	26
67	C#CCN(C)Cc1ccccc1	0.94	2	1	6	0.88	-0.4	-2	12	2
68	CCC(C)NC(=O)c1cn(-c2cccc(OC)c2)c(=O)c2ccccc12 (stereo not given)	1.1	-6	-3	-7	0.92	4.1	2	8	-10
69	CCOC(=O)Cc1csc(NC(=O)COc2ccc3ccccc3c2)n1	1	-1	0	-3	0.86	-1.0	-1	14	-14
70	Cc1ccccc1C(=O)N1CCCN(C(=O)c2ccccc2C)CC1	0.96	-2	-1	4	0.93	-2.9	-2	7	2
